Rad51 HR inh: blocks human Rad51 in homologous recombination; hRad51 DNA strand exchange, fluorescence dequenching; inhibition, % at 10 µM; hit rate 0.085% among 200,000; AID 1385;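 active = inhibition above 40% at the single screening dose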;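 note: 0% = DMSO control wells and 100% = blanks with heterologous ssDNA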
Target sequence (Q06609 whole entry, looked up): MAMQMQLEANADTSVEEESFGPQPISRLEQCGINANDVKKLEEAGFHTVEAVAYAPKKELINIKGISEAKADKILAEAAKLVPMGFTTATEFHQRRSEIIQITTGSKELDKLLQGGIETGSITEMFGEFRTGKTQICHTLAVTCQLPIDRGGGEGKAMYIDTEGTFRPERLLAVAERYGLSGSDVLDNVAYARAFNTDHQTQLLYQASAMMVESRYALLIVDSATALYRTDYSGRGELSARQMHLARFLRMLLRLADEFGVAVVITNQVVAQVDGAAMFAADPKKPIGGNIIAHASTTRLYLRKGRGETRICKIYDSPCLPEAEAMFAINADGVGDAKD
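System: human Rad51 nucleoprotein filaments preassembled on unlabelled ssDNA. Reagent: labelled 47-mer dsDNA for strand exchange. Schedule: 30-min compound preincubation and 15-min exchange, both room temperature. Measured by: FRET fluorescence dequenching, excitation 485 nm, emission 520 nm. Read-out: Fluorescence-based percent inhibition, control- and blank-normalised. Benchmarks: plate controls and plate blanks.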
p97 ATPase inh: inhibitors of human p97 ATPase | recombinant p97 ATPase, Kinase-Glo ATP luminescence, 3 h | inhibition, % at 8 µM | hit rate 0.42% among 220,000 | AID 1481; in the data active = inhibition above about 15%;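 note: 0% = DMSO vehicle and 100% = wells lacking enzyme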
KLK5 inh: inhibitors of human kallikrein 5. inhibition, % at 5 µM. recombinant hK5, fluorogenic AMC substrate cleavage. AID 873. hit rate 0.59% among 210,000;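 active = inhibition of 40% or more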;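 note: 0% = enzyme controls without compound and 100% = no-enzyme blanks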
eIF4E-4G inh: blocks eIF4E binding to eIF4G; TR-FRET eIF4E-eIF4GI(517-606) binding, 2 h; P63073+Q04637; inhibition, % at 21.7 µM; hit rate 0.37% among 220,000; AID 782;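 active = inhibition above about 30%, limit read from the data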;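 note: 0% = full FRET control wells and 100% = background wells lacking eIF4GI fragment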
14-3-3 Bad PPI: disrupts binding of bovine 14-3-3 zeta to phospho-Bad peptide. TR-FRET 14-3-3zeta/Dy647-pBad peptide displacement, 1 h. hit rate 0.71% among 220,000. AID 781. inhibition, % at 21.7 µM. P63103;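 active = inhibition above about 70%, limit read from the data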;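 note: 0% = full 14-3-3 plus peptide FRET controls and 100% = background without 14-3-3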
FXIa inh: inhibitors of human coagulation factor XIa; AID 798; purified FXIa, Boc-Glu-Ala-Arg-AMC fluorogenic substrate; P03951; inhibition, % at 5 µM; hit rate 0.14% among 220,000;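 active = inhibition of at least 40%; inactive = inhibition below 40%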;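 note: fluorescence of freed AMC excited at 355 nm; 0% = enzyme without compound and 100% = no enzyme blank; many of its hits are not listed in these tables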
Target sequence (P03951 19-387 limits assumed): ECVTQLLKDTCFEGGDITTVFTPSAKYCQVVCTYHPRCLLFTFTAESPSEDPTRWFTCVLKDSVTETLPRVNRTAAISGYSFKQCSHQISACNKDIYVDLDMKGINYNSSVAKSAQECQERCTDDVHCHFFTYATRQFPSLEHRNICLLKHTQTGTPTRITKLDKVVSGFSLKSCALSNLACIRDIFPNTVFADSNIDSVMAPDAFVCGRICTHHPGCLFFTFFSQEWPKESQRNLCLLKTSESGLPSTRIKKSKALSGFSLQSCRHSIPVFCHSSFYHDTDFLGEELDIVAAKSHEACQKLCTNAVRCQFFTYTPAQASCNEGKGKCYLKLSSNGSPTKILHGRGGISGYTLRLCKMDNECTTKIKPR
Target sequence (P03951 388-625 limits assumed): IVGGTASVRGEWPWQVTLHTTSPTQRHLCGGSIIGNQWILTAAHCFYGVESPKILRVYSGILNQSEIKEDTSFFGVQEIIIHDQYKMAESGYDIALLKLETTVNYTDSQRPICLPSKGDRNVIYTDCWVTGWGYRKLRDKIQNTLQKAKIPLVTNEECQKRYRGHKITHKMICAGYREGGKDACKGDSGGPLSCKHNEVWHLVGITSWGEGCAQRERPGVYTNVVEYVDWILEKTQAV
Mdm2 ligase inh: Mdm2 E3 ligase (human) inhibition | signal enhancement, % at 5 µM | cell-based MDM2 ubiquitination luciferase reporter, 2 h; 0 = plate control, 100 = twice control, blank-subtracted | Q00987 | AID 1230 | hit rate 0.11% among 210,000;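 active = signal enhancement of 30% or more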;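 note: luminescence tracks abundance of the self-degrading MDM2-luciferase fusion protein; higher signal means inhibition of MDM2 E3 ligase activity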
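system = mammalian cells stably expressing self-ubiquitinating, self-degrading MDM2 E3–luciferase fusion | quantity = 2000 cells per well seeded | incubation = 4 h cell settling then 2 h compound exposure, 37 °C | signal = SteadyLite luminescence, 15 min reagent step | benchmarks = plate control and blank wells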
Wee1 degr inh: blocks degradation of human Wee1 kinase; P30291; HeLa Luc-Wee1K328M stability, luciferase luminescence; 100% = proteasome inhibitor MG132 effect; reporter increase, % at 5 µM; hit rate 1.2% among 220,000;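 active = activation above the mean of all tested compounds plus 3 SD, set per screening run, cut at about 8.8% in these data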;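 note: cells exposed to compound for 20 h before luminescence read; 0% = DMSO alone and 100% = MG132 at 30 µM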
FXIIa inh 1536: inhibitors of human coagulation factor XIIa | inhibition, % at 5 µM | P00748 | purified FXIIa, Boc-QGR-AMC fluorogenic substrate, 2 h | AID 800 | hit rate 0.3% among 220,000; in the data active = inhibition above about 40%;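 note: 0% = enzyme with no compound and 100% = blank without enzyme; many of its hits are not listed in these tables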
Starred values were filed as active, the others as inactive; x = not tested or not shown; [ ] = remark or other dose.

1	CC(=O)Nc1ccccc1-c1nc2ccccc2nc1OCC(=O)c1ccc2ccccc2c1
2	COc1cccc(NC(=O)C(c2ccccc2)N2CCCCC2)c1 (stereo not drawn)
3	O=C(NCc1ccco1)c1ccc(COc2ccccc2Cl)cc1
4	Cc1cc(C)cc(OCC(=O)N(Cc2ccc(N(C)C)cc2)C2CCS(=O)(=O)C2)c1 (stereo not drawn)
5	CCNc1nnc(-c2ccccc2OC)s1
6	NC(=S)n1[nH]c(-c2ccc([N+](=O)[O-])cc2)c(N=Nc2cccc(Cl)c2)c1=O
7	CC(CCc1ccccc1)NC(=O)CN1CCN(c2ccccc2)CC1 (stereo not drawn)
8	CCN(C(C)=O)c1ccc(Oc2nc(OC)cc(OC)n2)cc1

assay / entry	1	2	3	4	5	6	7	8
Rad51 HR inh	3	-3	x	x	5	3	-4	15
p97 ATPase inh	3	0	-6	2	-2	5	0	3
KLK5 inh	3	-8	0	-1	1	1	0	0
eIF4E-4G inh	3	-1	1	5	13	27	2	1
14-3-3 Bad PPI	7	-7	2	4	-14	88*	-8	-6
FXIa inh	-7	-4	14	1	-4	-2	-3	3
Mdm2 ligase inh	-13	-6	10	-11	-4	-9	-9	-5
Wee1 degr inh	-3	6	13*	2	-2	2	1	4
FXIIa inh 1536	7	-9	16	3	4	1	5	13

9	COc1ccc2c(c1)oc(=O)c1c3ccccc3[nH]c21
10	CCC1(C)Cc2nc3[nH]c(=S)n(-c4ccccc4C)c(=O)c3cc2CO1 (stereo not drawn)
11	CCOC(=O)N1CCN(S(=O)(=O)c2ccc(C)c(C)c2C)CC1
12	CCN(CC)C(=O)Cn1cc(C(=O)C(=O)NCC2COc3ccccc3O2)c2ccccc21 (stereo not drawn)
13	COc1cccc(Nc2nc(-c3cccc(N4C(=O)c5ccccc5C4=O)c3)cs2)c1
14	CCOC(=O)C1CCCN(C(=O)c2cccc(NC(=O)C(CC)CC)c2)C1 (stereo not drawn)
15	CC(C)NC(=O)COc1cccc2ccccc12
16	CCN(CC)C(=O)C12CC3CC(CC(Cl)(C3)C1)C2

assay / entry	9	10	11	12	13	14	15	16
Rad51 HR inh	-2	6	-6	3	-3	5	3	-2
p97 ATPase inh	3	5	-1	5	-2	4	0	2
KLK5 inh	-2	0	-6	0	-2	-5	-3	-5
eIF4E-4G inh	-2	-13	-1	3	-6	-3	-11	-3
14-3-3 Bad PPI	-8	-2	8	-12	84*	-5	-3	4
FXIa inh	-2	3	4	-2	1	-1	-6	5
Mdm2 ligase inh	-23	x	-8	21	5	-18	-4	-8
Wee1 degr inh	-2	4	1	-3	-3	-2	0	3
FXIIa inh 1536	5	19	17	8	15	1	7	10

Some values from the entries so far.
FXIIa inh 1536, CCN(CC)C(=O)Cn1cc(C(=O)C(=O)NCC2COc3ccccc3O2)c2ccccc21 (stereo not drawn) → 8
14-3-3 Bad PPI, CCOC(=O)C1CCCN(C(=O)c2cccc(NC(=O)C(CC)CC)c2)C1 (stereo not drawn) → -5
eIF4E-4G inh, CCOC(=O)N1CCN(S(=O)(=O)c2ccc(C)c(C)c2C)CC1 → -1

(listing goes on)
17	C=CCSc1nc2c(c(=O)[nH]c(=O)n2C)n1C/C=C(/C)Cl
18	O=C(CCC(=O)OCc1ccc([N+](=O)[O-])cc1)Nc1ccccc1Cl
19	O=C1CC(c2ccccc2Oc2cccc(Cl)c2)C(n2cncn2)C(=O)C1C1NCCc2ccccc21 (stereo not drawn)
20	O=C1NC(c2cccc(Br)c2)=N/C1=C\c1ccco1
21	O=C(Cc1ccccc1[N+](=O)[O-])NCc1ccccc1Cl
22	Cc1nn(C(=O)c2ccco2)c(C)c1Sc1ccc(Br)cc1
23	Cc1cccnc1NC(=O)c1cc2c(=O)oc3ccccc3c2s1
24	CCCC(=O)Nc1ccc(N2CCN(C(=O)c3ccccc3C)CC2)cc1

assay / entry	17	18	19	20	21	22	23	24
Rad51 HR inh	10	-4	-5	x	5	x	-3	1
p97 ATPase inh	1	-3	4	4	2	1	4	0
KLK5 inh	-14	0	8	-12	1	-8	-20	-5
eIF4E-4G inh	10	1	-9	0	0	5	-5[fluorescence artefact?]	0
14-3-3 Bad PPI	-6	9	4	-10[fluorescence artefact?]	-1	-11	-10	-4
FXIa inh	-4	-2	1	6	5	-4	-2	-6
Mdm2 ligase inh	-9	10	x	x	8	-30	-5	4
Wee1 degr inh	-1	1	0	2	4	1	1	-1
FXIIa inh 1536	9	7	7	12	18	19	-1	9

25	O=C1CSCC(=O)N1c1ccccc1
26	O=C(CN1C(=O)COc2ccccc21)Nc1ccc2c(c1)OCCO2
27	Cc1nnc(SCc2ccccc2)n1N
28	O=C(Nc1ccc(Cc2ccncc2)cc1)c1cccs1
29	CCOC(=O)c1[nH]c2ccc(OC)cc2c1NC(=O)NC(C)C
30	COc1cc(/C=N/n2c(-c3cc(C)[nH]n3)n[nH]c2=S)cc(OC)c1OC
31	COc1ccc(CN(C(=O)c2ccco2)c2ccccc2)cc1
32	CC/C(Cc1ccccc1)=N/NC(=O)c1cccc(Br)c1

assay / entry	25	26	27	28	29	30	31	32
Rad51 HR inh	5	-2	x	-5	5	13	13	20
p97 ATPase inh	3	-2	6	1	5	-3	-7	-2
KLK5 inh	-12	-21	-7	-14	24	58*	-9	-7
eIF4E-4G inh	2	-12	4	0	4	9	-4	4
14-3-3 Bad PPI	-2	-14	-9	-1	-5	-9	-3	9[fluorescence artefact?]
FXIa inh	-4	-3	6	-4	7	-8	-3	5
Mdm2 ligase inh	-1	-13	-9	-6	-89	-9	x	6
Wee1 degr inh	4	0	-3	2	0	-1	-1	-1
FXIIa inh 1536	7	9	13	3	20	-1	1	9

33	O=C1[C@@H]2C(Cc3ccc(O)cc3)NC3(C(=O)Nc4ccc(F)cc43)[C@@H]2C(=O)N1c1ccccc1 (stereo partly drawn)
34	Cc1ccc(N2CC(C(=O)NCCc3ccc(S(N)(=O)=O)cc3)CC2=O)cc1 (stereo not drawn)
35	CC(c1nc2ccccc2c(=O)[nH]1)N(C)c1ccc2ccccc2c1 (stereo not drawn)
36	COc1ccc2oc(=Nc3cccc(F)c3)c(C(N)=O)cc2c1
37	O=C1Nc2cc(C(=O)N3CCN(Cc4ccccc4)CC3)ccc2SC1N1CCOCC1 (stereo not drawn)
38	CCc1cc(SC#N)ccc1N
39	CC1(C)CC(=O)C2=C(C1)Nc1ccccc1[S@]2=O
40	COc1ccc(N2C(=O)CSC23CCC(C(C)(C)C)CC3)cc1 (stereo not drawn)

assay / entry	33	34	35	36	37	38	39	40
Rad51 HR inh	4	-6	4	-1	x	9	x	5
p97 ATPase inh	2	4	4	-8	4	4	1	0
KLK5 inh	-13	-18	-16	15	6	1	-2	-9
eIF4E-4G inh	-14	1	10	-4	1	0	3	5
14-3-3 Bad PPI	3	29	-15	4	7	-11	2	4
FXIa inh	6	3	-2	8	5	1	0	6
Mdm2 ligase inh	-1	6	-5	-16	-12	-8	-1	-3
Wee1 degr inh	3	3	-2	-2	0	-1	0	0
FXIIa inh 1536	15	17	6	15	5	4	6	10

41	CCOC(=O)c1ccc(NC(=S)N(CCCN2CCCC2)Cc2ccco2)cc1
42	CCOc1cc(/C=N/NC(=O)c2cccnc2)ccc1OCc1ccc(C(=O)OC)o1
43	N#CC1=C2SCC(O)(c3ccccc3)N2C(=O)CC1c1ccccc1 (stereo not drawn)
44	Nc1nnc(SCC(=O)OCc2ccc(F)cc2)s1
45	CC(NC(=O)C(=O)NCCCn1ccnc1)c1ccccc1 (stereo not drawn)
46	NC(=O)C[C@@H]1N[C@]2(C(=O)Nc3ccccc32)[C@@H]2C(=O)N(C3CCCCC3)C(=O)[C@H]12
47	O=C(CSc1nn(-c2ccccc2)c(=S)s1)Nn1cnnc1
48	CN(C)C(CN=C1NS(=O)(=O)c2ccccc21)c1ccco1 (stereo not drawn)
49	Cc1oc(-c2cccs2)nc1CS(=O)CC(=O)NCCCOC(C)C (stereo not drawn)
50	Cc1cc(C)c(NC(=O)CS)c(Cl)c1

assay / entry	41	42	43	44	45	46	47	48	49	50
Rad51 HR inh	6	-46	-5	0	-2	0	x	13	-26	7
p97 ATPase inh	3	-2	-3	3	5	2	4	3	-5	-1
KLK5 inh	-11	-3	-25	-6	-2	-26	3	-6	-13	-36
eIF4E-4G inh	16	1	-1	5	0	8	-3	-3	-10	-3
14-3-3 Bad PPI	-11	-3	-2[fluorescence artefact?]	-4[fluorescence artefact?]	-3	0	1	-10	-1	-7
FXIa inh	11	-3	-6	-4	-4	1	4	-6	-2	-9
Mdm2 ligase inh	0	-1	-12	-12	-3	-17	1	-13	-4	-4
Wee1 degr inh	0	2	5	2	-4	-1	0	1	-3	-1
FXIIa inh 1536	19	6	-7	9	4	16	4	3	14	-10

Already shown: four of the compounds above.
41	CCOC(=O)c1ccc(NC(=S)N(CCCN2CCCC2)Cc2ccco2)cc1
42	CCOc1cc(/C=N/NC(=O)c2cccnc2)ccc1OCc1ccc(C(=O)OC)o1
43	N#CC1=C2SCC(O)(c3ccccc3)N2C(=O)CC1c1ccccc1 (stereo not drawn)
44	Nc1nnc(SCC(=O)OCc2ccc(F)cc2)s1

assay / entry	41	42	43	44
Rad51 HR inh	6	-46	-5	0
p97 ATPase inh	3	-2	-3	3
KLK5 inh	-11	-3	-25	-6
eIF4E-4G inh	16	1	-1	5
14-3-3 Bad PPI	-11	-3	-2[fluorescence artefact?]	-4[fluorescence artefact?]
FXIa inh	11	-3	-6	-4
Mdm2 ligase inh	0	-1	-12	-12
Wee1 degr inh	0	2	5	2
FXIIa inh 1536	19	6	-7	9

Three compounds out of the list above, arranged by the value under FXIIa inh 1536, ascending:
nr	mol	p97 ATPase inh	KLK5 inh	eIF4E-4G inh	14-3-3 Bad PPI	FXIa inh	Wee1 degr inh	FXIIa inh 1536
43	N#CC1=C2SCC(O)(c3ccccc3)N2C(=O)CC1c1ccccc1 (stereo not drawn)	-3	-25	-1	-2[fluorescence artefact?]	-6	5	-7
49	Cc1oc(-c2cccs2)nc1CS(=O)CC(=O)NCCCOC(C)C (stereo not drawn)	-5	-13	-10	-1	-2	-3	14
46	NC(=O)C[C@@H]1N[C@]2(C(=O)Nc3ccccc32)[C@@H]2C(=O)N(C3CCCCC3)C(=O)[C@H]12	2	-26	8	0	1	-1	16

High-throughput results as filed in PubChem BioAssay.
